# Dynein transport: inhibitors of GR-EGFP nuclear translocation, primary screen, dynein cargo transport inhibitor project, imaging, high-content, 3617.4 mouse cells; test concentration mostly 20 µM; stimulated with dexamethasone, 1 µM; stronger effect = lower value; z-score, hits read low; actives 0.47% (n = 220,000); AID 1381, 2008;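 active = plate z-score of nuclear minus cytoplasmic receptor signal below a set negative limit, without overly bright fluorescence or cell loss, cut at about -3.5 in these data, passing the limit was not always enough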;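 also: z-score of nuclear minus cytoplasmic ring GR-EGFP intensity difference per well; some compounds called inactive have numbers as strong as hits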
#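 Buffer or medium – tet-free medium with charcoal-stripped serum · Signal – automated 10x imaging of fixed Hoechst-stained cells · Also added – dexamethasone agonist, 1.0 µM final, for 30 min · Incubation – induction 48 h, compound 1 h, agonist 30 min · Read-out – GR-EGFP nuclear translocation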
# AID2073: inhibitors of Mint1-CaV2.2 protein interaction, biochemical, HTRF (AID 2073); one-dose inhibition, % at 20 µM; IC50 in µM for titrated hits; HTRF protein-protein interaction, Mint1-CaV2.2; higher % means a stronger effect; actives 0.19% (n = 290,000); in the data active = inhibition mostly above about 51%, no sharp cut-off; also: some results filed as inactive read as strong as hits
# GPR55 activation: GPR55 agonists via beta-arrestin recruitment, primary screen, imaging, U2OS cells, beta-arrestin-GFP redistribution (AID 1961) | U2OS GPR55 beta-arrestin-GFP redistribution imaging; higher % means a stronger effect | actives 0.048% (n = 290,000) | G-protein coupled receptor 55 (Homo sapiens) | one-dose activation, % at 10 µM; EC50 in µM for titrated hits;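 active = activation above 40% with more than 50 cells counted in the well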;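 also: U2OS osteosarcoma cells stably expressing GPR55 and beta-arrestin-GFP; plate controls were DMSO negative control for no effect and LPI positive control for full effect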
# KOR beta-arrestin-1: KOR agonists, beta-arrestin recruitment, primary screen, cell-based, luminescence, uHTS (AID 1777); Kappa-type opioid receptor (Homo sapiens); KOR beta-arrestin recruitment, luminescence; higher % means a stronger effect; one-dose activation, % at 10 µM; EC50 in µM for titrated hits; actives 0.02% (n = 280,000); in the data active = activation above about 50%, passing the limit was not always enough; also: a part of the inactive calls stands beside numbers as strong as those of hits
# P. falciparum M1AAP: P. falciparum M1AAP inhibitors, biochemical, fluorogenic H-Leu-NHMec substrate, 1536-well (AID 1445); Aminopeptidase N (Plasmodium falciparum (isolate 3D7)); recombinant M1AAP, H-Leu-NHMec fluorogenic kinetic assay; higher % means a stronger effect; inhibition, % at 30 µM; hits with a dose series show IC50 in µM; actives 0.42% (n = 220,000);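 active = primary inhibition above the hit cutoff, then over 50% inhibition at one or more dose response concentrations, cut at about 23% in these data, passing the limit was not always enough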;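 also: plate controls were DMSO full reaction for no effect and no enzyme background for full effect; strong numbers were not always called active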
# NOD2 inhibition: NOD2 signaling inhibitors, cell-based, luminescence, uHTS, HEK293 (AID 1566). HEK293 NOD2/NF-kB luciferase reporter, luminescence; higher % means a stronger effect. actives 0.63% (n = 290,000). inhibition, % at 4 µM; hits with a dose series show EC50 in µM; also: many of its hits are not listed in these tables
# P. falciparum M17LAP: P. falciparum M17LAP inhibitors, primary screen, biochemical, fluorogenic H-Leu-NHMec substrate, 1536-well (AID 1619); recombinant M17LAP, H-Leu-NHMec fluorogenic kinetic assay; higher % means a stronger effect; inhibition, % at 30 µM, or IC50 in µM where a hit was titrated; actives 0.38% (n = 220,000);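 active = compound inhibiting the enzyme by more than half at any dose during confirmatory dose-response retesting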;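 also: plate controls were full reaction with DMSO carrier for no effect and no enzyme background for full effect; strong numbers were not always called active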
# KOR beta-arrestin-2: KOR antagonists, beta-arrestin recruitment, cell-based, luminescence, uHTS (AID 1778) | KOR beta-arrestin recruitment, luminescence, antagonist mode; higher % means a stronger effect | inhibition, % at 10 µM, or IC50 in µM where a hit was titrated | actives 0.091% (n = 290,000); also: strong numbers were not always called active
# NOD1 inhibition: NOD1 signaling inhibitors, primary screen, cell-based, luminescence, uHTS (AID 1578). NOD1-driven NF-kB luciferase reporter cells, luminescence; higher % means a stronger effect. actives 1% (n = 290,000). inhibition, % at 4 µM; hits with a dose series show EC50 in µM; in the data active = inhibition mostly above about 36%, no sharp cut-off; inactive = mostly below about 34%;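 also: HEK-293T reporter cells stimulated with the NOD1 agonist gamma-tri-DAP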
# Dynein transport cytoplasmic EGFP: also measured in Dynein transport; calls as there; z-score; measured here: cytoplasmic GR-EGFP intensity; stronger effect = higher value
# Dynein transport nuclear GR-EGFP: also measured in Dynein transport; calls as there; z-score; measured here: nuclear GR-EGFP intensity;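 lower value marks the stronger effect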
# Dynein transport cell count: recorded beside Dynein transport, whose call it bears; z-score; measured here: cell count per field
# The depositor's hits bear a star; . = not tested or not shown; & = joins results of further samples; [ ] = another dose, or the depositor's remark. Rule as the data show it, unless noted: active = inhibition above about 50%; inactive = the rest. These rows are one share of the data; count on the stated rates, not on these rows.
SMILES,Dynein transport,Dynein transport cytoplasmic EGFP,Dynein transport nuclear GR-EGFP,Dynein transport cell count,AID2073,GPR55 activation,KOR beta-arrestin-1,P. falciparum M1AAP,NOD2 inhibition,P. falciparum M17LAP,KOR beta-arrestin-2,NOD1 inhibition
Cn1cnnc1SCC(=O)N1CCN(C(=O)c2ccco2)CC1,-0.39,-0.25,-0.19,0.72,10%,-0.3%,-6.4%,1%,3%,14%,-4%,-33%
CC1CC(C)CN(CCCNC(=O)CN2C(=O)CSc3ccc(S(=O)(=O)N4CCCCC4)cc32)C1 (stereo not drawn),.,.,.,.,-6%,-0.1%,3.4%,.,18%,.,-23%,-16%
O=C1OC(Nc2ncccn2)c2ccccc21 (stereo not drawn),-1.1,-0.19,-0.43,0.97,-4%,0.2%,2.5%,6%,6%,3%,-18%,-7%
O=C(Nc1ccc2oc(-c3ccc(Cl)c(Cl)c3)nc2c1)c1ncn[nH]1,0.15,-0.25,0.12,0.084,48%,0.2%,-10%,1%,-61%,-1%,22%,-74%
COC(=O)c1ccc(C2C(C(=O)Nc3ccccc3C)=C(C)Nc3ncnn32)cc1 (stereo not drawn),-0.73,-0.19,-0.13,0.35,1%,0.2%,5.8%,7%,18%,14%,14%,-37%
COc1cc(CNCCNC(=O)c2cccs2)cc(OC)c1OC,-0.84,-0.34,-0.31,1.1,3%,0.0%,7.1%,.,-10%,.,-5%[20 µM],-31%
CC(C)c1cc(C(=O)N2CCCC(Nc3ccc(F)cc3)C2)n[nH]1 (stereo not drawn),.,.,.,.,-1%,-0.1%,10%,.,2%,.,-13%,-16%
CCOC(=O)c1ccccc1NC(=O)CSc1nnc(C(C)C)n1CC,-0.0069,-0.25,-0.27,0.21,9%,-0.4%,-6.6%,0%,18%,5%,10%,-21%
CCCCNS(=O)(=O)c1ccc2nc(SCC(=O)Nc3sccc3C#N)[nH]c2c1,-0.32,-0.22,-0.12,0.51,8%,-0.3%,4.5%,1%,24%,-6%,-43%,66%*
COC(=O)c1ccc(C2NC(C(=O)O)CS2)cc1 (stereo not drawn),-0.57,0.08,0.023,0.067,-18%,-0.1%,4.2%,3%,1%,8%,6%,-8%
CCn1cc(C(=O)O)c(=O)c2cnc(N3CCN(C(=S)Nc4ccccc4C(F)(F)F)CC3)nc21,-0.54,-0.25,0.31,0.3,-32%,0.2%,1.0%,1%,10%,1%,-11%,-11%
CC(=O)NCc1ccc(S(=O)(=O)N/N=C/c2ccccc2)cc1,0.69,-0.22,0.24,-0.74,-9%,-0.2%,-1.8%,3%,-4%,10%,-21%,-25%

# Arranged by the number under KOR beta-arrestin-1 (descending): 3 of the compounds above
SMILES,Dynein transport,Dynein transport cytoplasmic EGFP,Dynein transport nuclear GR-EGFP,Dynein transport cell count,AID2073,GPR55 activation,KOR beta-arrestin-1,P. falciparum M1AAP,NOD2 inhibition,P. falciparum M17LAP,KOR beta-arrestin-2,NOD1 inhibition
CCCCNS(=O)(=O)c1ccc2nc(SCC(=O)Nc3sccc3C#N)[nH]c2c1,-0.32,-0.22,-0.12,0.51,8%,-0.3%,4.5%,1%,24%,-6%,-43%,66%*
COC(=O)c1ccc(C2NC(C(=O)O)CS2)cc1 (stereo not drawn),-0.57,0.08,0.023,0.067,-18%,-0.1%,4.2%,3%,1%,8%,6%,-8%
O=C(Nc1ccc2oc(-c3ccc(Cl)c(Cl)c3)nc2c1)c1ncn[nH]1,0.15,-0.25,0.12,0.084,48%,0.2%,-10%,1%,-61%,-1%,22%,-74%

# Next part.
SMILES,Dynein transport,Dynein transport cytoplasmic EGFP,Dynein transport nuclear GR-EGFP,Dynein transport cell count,AID2073,GPR55 activation,KOR beta-arrestin-1,P. falciparum M1AAP,NOD2 inhibition,P. falciparum M17LAP,KOR beta-arrestin-2,NOD1 inhibition
O=C(c1ccc2c(=O)n3c(nc2c1)CCCCC3)N1CCN(c2ccc(F)cc2)CC1,-0.63,-0.29,-0.51,0.76,-2%,-0.2%,3.4%,8%,14%,5%,-9%,-8%
O=C(NN=C1C2CC3CC1CC(Cl)(C3)C2)c1cccs1,-0.22,-0.34,-0.39,-0.19,2%,0.5%,-7.1%,-3%,-14%,-4%,20%,-31%
CCCCN(C)Cc1cc(=O)oc2ccc3ccccc3c12,.,.,.,.,14%,-0.2%,0.2%,.,2%,.,16%,-5%
CN(CC(=O)O)S(=O)(=O)c1ccc2c(c1)NC(=O)CC(=O)N2,0.84,-0.36,0.64,0.63,-4%,0.1%,-4.9%,1%,8%,4%,11%,-34%
Cc1ccc(Nc2nnc(SCC(=O)c3ccc(O)cc3O)s2)cc1,.,.,.,.,6%,1.0%,-0.5%,.,-7%,.,-10%,-56%
C=CCn1c(CSCc2ccc(Cl)cc2Cl)nnc1SCC(=O)Nc1ccc(C(=O)O)cc1,2,-0.004,1.5,-2.5,8%,-0.1%,-2.8%,11%,11%,6%,6%,-14%
CC(Oc1ccccc1)C(=O)Nc1nc2c(s1)C(=O)CC(C)(C)C2 (stereo not drawn),0.74,-0.16,1.4,-0.51,5%,-0.1%,2.0%,9%,4%,24%,2%,-1%
CCc1nnc(NC(=O)CCC(=O)N2CCN(c3cc(C)ccc3C)CC2)s1,.,.,.,.,3%,-0.1%,4.1%,.,-8%,.,-26%,40%
COc1cccc(/C=N/NC(=O)c2c(-c3ccccc3)noc2C)c1,-0.41,-0.19,0.18,0.44,-14%,-0.1%,-1.9%,1%,19%,-2%,21%,16%
COc1cc(OC)cc(-c2nc3nc(C)c(CCC(=O)O)c(C)n3n2)c1,0.15,-0.2,0.78,-0.9,2%,0.3%,1.2%,7%,9%,8%,-13%,-8%
CC1(C)CC(=O)c2cnc(N3CCc4ccccc4C3)nc2C1,-0.87,-0.26,-0.24,1.3,-1%,1.0%,-4.1%,8%,-121%,3%,12%,-41%
CCOC(=O)c1ccc(NC(=O)N2CC(C)OC(C)C2)cc1 (stereo not drawn),-0.99&-0.38,-0.25&-0.26,-0.65&-0.46,1.2&0.87,-2%&26%,-0.1%&0.9%,3.2%&-2.1%,-5%&-2%,-23%&17%,-6%&2%,-36%&20%,-26%&3%
CC(C)COc1nc2ccccc2c(=O)n1OCC(=O)O,0.49,-0.12,0.13,0.38,-4%,-0.3%,-4.7%,-6%,3%,1%,2%,-22%
CCOC(=O)N1CCN(Cc2nc3cc([N+](=O)[O-])ccc3n2CC)CC1,.,.,.,.,-8%,-0.3%,2.8%,.,16%,.,-27%,20%
CS(=O)(=O)N1CCN(c2ccc(NC(=O)CSc3nnc(-c4ccco4)o3)cc2)CC1,1.8,-0.29,0.74,-0.69,42%,-0.6%,2.6%,-6%,5%,-7%,-16%,-15%
COc1ccc(/C(C)=N/OCC(=O)N2CC3(C)CC2CC(C)(C)C3)cc1 (stereo not drawn),2.2,-0.16,0.86,-2,-4%,0.1%,6.9%,-1%,13%,-3%,0%,-15%
Cc1cc(F)ccc1S(=O)(=O)N1CCCOC1CNC(=O)C(=O)NC1CCCC1 (stereo not drawn),.,.,.,.,5%,0.3%,1.1%,.,-8%,.,3%,-32%
CCCN1CCN(C(=O)Nc2ccc(OCC)cc2)CC1,0.84,-0.2,0.8,-1.2,11%,0.3%,0.0%,0%,12%,-1%,-52%,-6%
COC(=O)c1ccc(N)nc1,0.46,-0.18,0.89,-0.6,-8%,0.5%,-2.4%,-1%,-11%,-2%,4%[20 µM],-30%
CCOC(=O)c1c(NC(=O)CSc2nc3ccccc3o2)sc(C(C)=O)c1C,-0.57,-0.24,-0.55,1.1,2%,0.0%,4.8%,21%,2%,25%,0%,-20%
CCNC(=O)NC(=O)CSc1nc2ccccc2n1CC(C)C,0.28,-0.13,-0.79,-0.32,-3%,-0.3%,2.1%,4%,-1%,1%,-30%,.
COCCNC(=O)c1cc(OC)c(OC)cc1[N+](=O)[O-],-0.2,-0.17,-0.084,0.39,8%,-0.1%,.,8%,-2%,4%,-49%[20 µM],-19%
CC(C)(C)c1ccc(OCCCC(=O)NC2=NCCS2)cc1,-0.65,-0.051,-0.033,0.39,5%,0.0%,0.9%,7%,-18%,4%,-64%,14%
COc1ccc(NC(=O)CN2CCC(NC(=O)c3ccc(OC)cc3)CC2)cc1,.,.,.,.,11%,-0.1%,-5.9%,.,-10%,.,13%[20 µM],-22%
Cc1ccc(/C=C/C2=NN(C)C(=O)CC2)cc1,-0.67,-0.19,-0.41,0.28,-12%,-0.6%,-1.8%,3%,-55%,8%,4%,-42%
CCCCN(C)C(=O)C1CCN(Cc2cccnc2)CC1,.,.,.,.,11%,0.4%,-1.4%,.,-6%,.,2%,10%
O=C(C1=C[C@@H](c2ccc(C(F)(F)F)cc2)C[C@@H](OCCCCO)O1)N1CCN(Cc2ccc3c(c2)OCO3)CC1,-0.75,0.38,-0.014,-0.39,-9%,0.1%,-0.8%,4%,17%,11%,8%,2%
Fc1ccccc1Cc1ccc(Cl)nn1,-0.24,-0.26,0.026,0.58,-5%,0.3%,-0.3%,-3%,5%,-6%,-67%[20 µM],-15%
CC(C)(C)C(=O)OC/C(N)=N/OC(=O)c1ccc(Cl)c(Cl)c1,-0.92,1.1,-0.45,1.2,6%,0.7%,-0.5%,2%,9%,-1%,20%,-5%
Cc1ccc2c(c1)c1c3n2CCN(CC#N)C3CCC1 (stereo not drawn),.,.,.,.,-6%,-0.1%,1.2%,.,15%,.,-31%[20 µM],-2%
COc1ccc(N(C)S(=O)(=O)c2cccc(C(=O)Nc3ccc(-n4cnnn4)cc3)c2)cc1,-0.13,-0.032,-0.029,0.6,14%,-0.1%,4.2%,6%,21%,3%,-16%,18%
